MITF inh – MITF inhibitors, primary screen, biochemical, AlphaScreen, human; inhibition, % at 2.6 µM; 0.91% of 650,000 active; AlphaScreen MITF homodimerization, bead proximity signal; AID 1259374, 2018; in the data active means inhibition above about 50%;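 further: 0% = vehicle wells with protein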
GPR151 activ – activators of human GPR151, primary screen, cell-based, PathHunter beta-arrestin, luminescence. PathHunter beta-arrestin GPR151 cells. activation, % at 11.2 µM. 1% of 650,000 active; in the data active means activation above about 4.9%;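 further: 0% = median of compound wells and 100% = cells with positive control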
Target sequence (Q8TDV0 whole entry, looked up): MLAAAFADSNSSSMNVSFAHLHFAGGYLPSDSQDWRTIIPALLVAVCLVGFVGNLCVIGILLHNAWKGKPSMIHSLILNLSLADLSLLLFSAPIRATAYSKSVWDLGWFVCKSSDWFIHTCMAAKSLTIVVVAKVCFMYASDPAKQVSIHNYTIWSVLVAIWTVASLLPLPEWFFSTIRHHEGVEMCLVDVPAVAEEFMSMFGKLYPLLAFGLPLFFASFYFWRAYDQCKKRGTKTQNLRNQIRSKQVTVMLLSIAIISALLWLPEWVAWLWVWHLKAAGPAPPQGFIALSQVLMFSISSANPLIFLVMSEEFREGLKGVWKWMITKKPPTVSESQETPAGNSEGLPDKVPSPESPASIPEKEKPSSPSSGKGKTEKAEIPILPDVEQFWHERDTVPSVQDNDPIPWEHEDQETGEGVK
FBW7 act – FBW7 E3 ligase activators, primary screen, biochemical, AlphaScreen, human | F-box/WD repeat-containing protein 7 (Homo sapiens), Q969H0 | AlphaScreen FBW7–phospho-cyclin E peptide binding, activator screen | normalized activity (activation), % at 26.1 µM | 0.13% of 650,000 active | AID 1259310, 2017; in the data active means normalized activity above about 1.9%;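 further: purified mutant Fbw7 with reduced substrate affinity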
TEAD-YAP inh – TEAD-YAP interaction inhibition, primary screen, TEAD-YAP interaction inhibitor project, luminescence, HEK-TIYL cells; TEAD-Gal4/YAP UAS-luciferase luminescence; inhibition, % at 9.12 µM; 1.4% of 640,000 active; AID 1259422, 2018; in the data active means inhibition above about 32%;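 further: 0% = median of test compound wells and 100% = reference inhibitor wells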
Active calls of the source: *.

SMILES	MITF inh	GPR151 activ	FBW7 act	TEAD-YAP inh
CCOc1cc(C2C(C(C)=O)=C(O)C(=O)N2CC(C)O)ccc1O (centres undefined)	22	0.7	0.0	6
O=C(CSc1nnnn1-c1ccc(F)cc1)N1CCc2ccccc21	13	-1.5	0.5	12
CN1CCN(C(=O)c2ccc(-c3cnn(-c4ccc(Br)cc4)c3)nc2)CC1	9	-0.1	0.0	4
COc1ccccc1NC(=O)c1ccc(NS(=O)(=O)c2ccc(F)c(F)c2F)cc1	2	0.1	-0.2	3
O=P(O)(CN1CCCCCC1)C1Cc2ccccc2C1	12	-1.0	0.7	8
CC(C)CCN1CCN(Cc2coc3ccccc3c2=O)CC1CCO (centres undefined)	7	1.3	0.2	2
Nc1ccc(NC(=O)c2ccc(C(c3ccc(C(=O)Nc4ccc(N)cc4N)cc3)(C(F)(F)F)C(F)(F)F)cc2)c(N)c1	-4	-0.9	-0.1	-7
Cc1cccn2c(CN3CCOCC3)c(C(=O)N(C)CCc3ccccc3)nc12	3	-0.9	-0.2	3
O=C(Nc1ccc2c(c1)OCO2)c1ccc2nc(Nc3ccc(N4CCOCC4)cc3)sc2c1	3	1.9	-0.2	-42
CCN(CC)CCCNc1cc(C)nc2c(-c3ccc(OC)cc3)c(C)nn12	1	1.2	0.1	4
CCOC(=O)C1=C(O)/C(=C/c2ccccc2)SC1=Nc1ccc(F)cc1	-9	0.5	0.1	0
Cc1ccc(NC(=O)c2cc3ccccc3oc2=O)c(C)c1	13	0.9	0.0	-36
CCCCNS(=O)(=O)c1ccc(NC(=O)c2cc(OC)cc(OC)c2)cc1	-2	-1.2	-0.2	2
Cc1cnc(Nc2ccncn2)nc1Nc1ccc2c(c1)OCO2	-8	-0.5	-0.2	-29
Oc1ccccc1C1=Nc2ccccc2N=C(c2ccc(F)cc2)C1	-1	1.1	-0.2	-70

The list goes on; it opens with the five that closed the last part.
SMILES	MITF inh	GPR151 activ	FBW7 act	TEAD-YAP inh
CCOC(=O)C1=C(O)/C(=C/c2ccccc2)SC1=Nc1ccc(F)cc1	-9	0.5	0.1	0
Cc1ccc(NC(=O)c2cc3ccccc3oc2=O)c(C)c1	13	0.9	0.0	-36
CCCCNS(=O)(=O)c1ccc(NC(=O)c2cc(OC)cc(OC)c2)cc1	-2	-1.2	-0.2	2
Cc1cnc(Nc2ccncn2)nc1Nc1ccc2c(c1)OCO2	-8	-0.5	-0.2	-29
Oc1ccccc1C1=Nc2ccccc2N=C(c2ccc(F)cc2)C1	-1	1.1	-0.2	-70
COC(=O)C1=C(C)OC(N)=C(C#N)C1c1ccc(Cl)cc1Cl (centres undefined)	20	-1.7	0.8	5
Cc1ccc(-n2c(=O)c3oc4ccccc4c3n(CC(=O)NC(C)C)c2=O)cc1	-4	0.1	0.0	-5
CCN(CC)C(=O)CN(C#N)c1nc(Cl)nc(N(C)C)n1	9	0.9	0.1	6
CCOc1ccccc1CN1CCN(Cc2ccc(C)o2)C(CCO)C1 (centres undefined)	-3	-0.5	-0.1	-6
COc1cc([N+](=O)[O-])ccc1NC(=O)CSc1nc(C)cc(=O)[nH]1	-11	-0.8	-0.1	4
COc1ccccc1-n1c(C)nc2cc(C(=O)NCCN3CCOCC3)ccc21	1	-0.1	0.0	-2
COc1cc(C=O)c(Br)c(Br)c1O	5	0.3	0.2	2
Cc1n[nH]c(C)c1S(=O)(=O)N1CCC2(CC1)OCCO2	2	-1.2	-0.1	4
C/C(=N\Nc1ncccc1[N+](=O)[O-])c1ccccc1O	16	0.4	-0.4	-9
O=C(CC1(O)C(=O)N(Cc2ccccc2)c2ccc(Br)cc21)c1ccccn1 (centres undefined)	20	-0.5	0.4	22
O=C(Nc1sc2c(c1C(=O)Nc1ccccc1)CCC2)c1ccccc1Br	-8	-0.3	-0.3	-1
COc1ccc(N(C(C)C(=O)N/N=C/c2cccc(OC)c2O)S(C)(=O)=O)cc1 (centres undefined)	4	1.4	-0.6	7
Cc1cccc(-n2c(CCN3C(=O)c4ccccc4C3=O)nc3ccccc3c2=O)c1	9	-1.1	0.2	2
Cc1onc(-c2ccccc2Cl)c1C(=O)N1CCN(c2cc(-n3ccnc3)ncn2)CC1	1	2.2	0.2	-3
COC(=O)C1=C(N)Oc2cc(C)[nH]c(=O)c2C1c1ccc(Cl)cc1 (centres undefined)	-4	0.3	-0.1	4
CC(C)n1c(Nc2ccccc2)nc2c(NCc3ccccc3)ncnc21	12	1.4	0.3	-24
COc1cccc2c1OC1(CCN(C(=O)c3ccccc3F)CC1)OC2	-8	1.1	-0.5	1
CC1(C2CCN(C(=O)c3cccc(Cl)c3)CC2)NC(=O)N(Cc2ccc(F)cc2)C1=O (centres undefined)	6	0.0	-0.4	6
COC(=O)C1=C(C)NC(=O)/C1=C\c1ccc(C(C)C)cc1	-6	-0.6	-0.2	-18
CCCN(CCC)C(=O)Cn1ncc2c(=O)oc3ccccc3c21	-1	0.2	-0.1	-5
CN(C)CCn1c([C@@H]2COc3ccccc3O2)nc2ccc(-c3cn[nH]c3)cc21	18	0.2	0.0	-21
COc1cc(CN2CCNC(=O)C2CC(=O)NC2CCCCC2)cc(OC)c1 (centres undefined)	-1	0.5	-0.1	1
Cc1cccc2c1N(C(=O)C1CC1)C(C)(C)c1ssc(=S)c1-2	32	-0.5	-0.1	6
C/C(=N\N=C1/NC(=O)CC(C(=O)O)S1)c1ccc(Cl)cc1 (centres undefined)	15	0.8	0.2	9
CC(C)NC(=O)C1CCN(C2CCN(Cc3cccn3-c3cccnc3)CC2)CC1	5	-1.0	-0.1	-6
CCC(C)(C)c1ccc(OCCCNC)c(Cl)c1	17	-1.1	-0.5	13
Cc1cc(=O)n2[nH]c(-c3ccccc3)c(C)c2n1	4	-1.2	0.0	0
COc1ccc(-n2nc(C(=O)NCCN(C)C)c3ccccc3c2=O)cc1	0	-1.1	-0.1	3
NS(=O)(=O)c1ccccc1C(=O)N1CCN(C(=O)c2ccccc2S(N)(=O)=O)CC1	8	2.6	0.2	12
CC(=O)Nc1ccc(S(=O)(=O)N(C)CC(=O)N/N=C/c2ccncc2)cc1	2	1.6	-0.1	-12

Part of the list above in order of molecular weight, low to high.
SMILES	MITF inh	GPR151 activ	FBW7 act	TEAD-YAP inh
CCC(C)(C)c1ccc(OCCCNC)c(Cl)c1	17	-1.1	-0.5	13
CN(C)CCn1c([C@@H]2COc3ccccc3O2)nc2ccc(-c3cn[nH]c3)cc21	18	0.2	0.0	-21
NS(=O)(=O)c1ccccc1C(=O)N1CCN(C(=O)c2ccccc2S(N)(=O)=O)CC1	8	2.6	0.2	12

The listing continues.
SMILES	MITF inh	GPR151 activ	FBW7 act	TEAD-YAP inh
COc1cc(CN2CCCN(C)CC2)cc(Br)c1O	43	0.1	-0.1	5
CC(=O)c1ccc(-c2ccc(C(=O)N(C)CCN(C)C)c(NCc3cccnc3)n2)s1	12	0.1	0.3	5
COC(=O)c1c(NC(=O)C2CC(=O)NN2Cc2ccccc2)sc(C)c1C (centres undefined)	6	1.1	0.0	2
Cc1c(OCc2ccccc2)ccc2c1oc(=O)c1ccccc12	16	-0.7	0.0	-1
Cc1cccc(C(=O)Nc2c(C(=O)Nc3ccc(Br)cc3)cnn2-c2ccccc2)c1	16	-1.6	0.1	4
CCOC(=O)c1c(-c2ccccc2)oc2ccc(OCc3ccc(Br)cc3)cc12	-1	-1.6	-0.1	-2
CC(C)C(=O)Nc1ccc(NC(=O)Cc2ccccc2)cc1	-5	3.1	-0.1	-14
Fc1ccc(C(c2nnnn2Cc2ccco2)N2CCN(c3ccccc3F)CC2)cc1 (centres undefined)	-5	0.7	-0.1	-1
COc1cc(NC(=O)CC(C)c2ccccc2)c(OC)cc1Cl (centres undefined)	3	1.9	0.0	-3
CC(=O)c1cccc(-c2ccc(Nc3ccc(N4CCOCC4)cc3)nc2)c1	16	-0.5	-0.1	-7
COc1cccc(/C=N/NC(=O)c2ccn(Cc3ccc(Cl)cc3)n2)c1O	34	-0.6	-0.6	24
O=C(c1nc2ccc(Cl)cn2c1CN1CCCC(O)C1)N1CCCCCCC1 (centres undefined)	-8	1.4	-0.2	0
Cc1ccc2nc(-c3ccc(NC(=O)COC(=O)c4ccc(=O)[nH]c4)cc3)sc2c1	2	3.9	-0.2	-2
Cc1cc(C)nc(SCc2cc(=O)c(OC(=O)COc3ccccc3C)co2)n1	14	-2.5	0.1	-18
Cc1ccc(/C(O)=C/c2nc3ccc([N+](=O)[O-])cc3oc2=O)o1	9	-0.7	0.4	-12
C=CCOC(=O)C1=C(C)N=c2s/c(=C/c3ccc(OC)cc3)c(=O)n2C1c1ccc(OC)cc1 (centres undefined)	-8	-0.1	0.0	12
CCOc1ccccc1-c1cc(C(=O)N/N=C(/C)c2cccc(O)c2)[nH]n1	9	-0.4	0.8	52*
COc1cccc2cc(C(=O)NC3CCCCC3C)c(=O)oc12 (centres undefined)	-5	-0.9	-0.1	-31
Cc1c2cnn(CC(=O)NCC(C)c3ccccc3)c(=O)c2c(C)n1Cc1ccccc1F (centres undefined)	2	0.0	-0.2	-8
CN1C(=O)NC(c2ccc(Cl)cc2)C2=C1CC(C)(C)CC2=O (centres undefined)	25	-1.9	0.3	12
COc1ccc(NC(=O)c2sccc2S(=O)(=O)N(C)c2ccc(C)cc2)cc1Cl	11	0.3	0.5	7
CCOC(=O)c1ccccc1NC(=O)CSc1nc2n[nH]c(C)c2c(=N)n1-c1ccc(Br)cc1	13	0.8	-0.4	-12
CC1=C(C(=O)OCC2CCCO2)C(c2ccccc2Cl)C2=C(CCCC2=O)N1 (centres undefined)	3	-0.4	-0.4	-1
CS(=O)(=O)c1cnc2ncnn2c1C1CCN(C(=O)c2n[nH]c3c2CCC3)CC1	-10	0.5	-0.1	-2
Cc1occc1C(=O)NCc1ccco1	41	-0.8	0.1	-3
O=C(CN1CCN(S(=O)(=O)c2ccc(Br)cc2)CC1)Nc1ccc(F)c(F)c1	33	0.4	0.1	3
COCc1cc(C)nc2sc3c(=O)n(-c4cccc5cccnc45)nnc3c12	40	-0.4	0.3	0
